Compound activity from PubChem BioAssay.
Bim-Bcl-W: inhibitors of Bim-Bcl-W interaction, human. Q92843. bead-based flow cytometry, Bim peptide-Bcl-W binding. inhibition, % at 10 µM. actives 0.02% (n = 190,000). AID 952;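 also: 0% = bound tracer without compound and 100% = peptide blocker; higher means less fluorescent Bim peptide bound to Bcl-W beads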
RGS4-Gao reg: modulates binding of RGS4 to human Galphao; actives 0.33% (n = 220,000); Multiplexed bead flow cytometry; actives lie on both sides; P09471; binding response (% of control), % at 10 µM; in the data active = binding response below about 49% or above about 150%; inactive = in between;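 also: fluorescent Galphao activated with aluminum fluoride binding bead-coupled RGS4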
Target sequence (P09471 whole entry, looked up): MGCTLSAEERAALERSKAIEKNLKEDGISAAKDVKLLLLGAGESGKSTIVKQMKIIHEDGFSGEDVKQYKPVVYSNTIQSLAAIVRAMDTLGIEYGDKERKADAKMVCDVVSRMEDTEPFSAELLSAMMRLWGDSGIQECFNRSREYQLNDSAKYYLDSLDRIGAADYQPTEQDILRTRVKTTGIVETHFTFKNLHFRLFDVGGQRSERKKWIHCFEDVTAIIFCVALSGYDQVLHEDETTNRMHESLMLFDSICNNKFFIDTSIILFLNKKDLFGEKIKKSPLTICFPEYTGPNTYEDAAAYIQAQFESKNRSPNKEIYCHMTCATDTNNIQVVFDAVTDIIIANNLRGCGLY
Bim-Bcl-B: inhibitors of Bim-Bcl-B interaction, human; Q9HD36; bead-based flow cytometry, Bim peptide-Bcl-B binding; inhibition, % at 10 µM; actives 0.073% (n = 190,000); AID 951;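 also: 0% = tracer peptide without compound and 100% = reference inhibitor peptide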
ABCB1 inh: human ABCB1 inhibition, ABCG2 as counter-screen; P08183; actives 0.067% (n = 190,000); inhibition, % at 6.6 µM; CCRF-Adr cells, JC-1 efflux, flow cytometry; in the data active = inhibition above about 40%;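 also: 0% = vehicle and 100% = reference inhibitor; higher value means more JC-1 retained so stronger ABCB1 efflux block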
ABCG2 inh: human ABCG2 inhibition, ABCB1 as counter-screen; IgMXP3 cells, JC-1 efflux, flow cytometry; AID 1325; inhibition, % at 6.6 µM; Q9UNQ0; actives 0.1% (n = 190,000);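 active = inhibition above 80%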;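 also: 0% = DMSO and 100% = nicardipine control wells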
Target sequence (Q9UNQ0 whole entry, looked up): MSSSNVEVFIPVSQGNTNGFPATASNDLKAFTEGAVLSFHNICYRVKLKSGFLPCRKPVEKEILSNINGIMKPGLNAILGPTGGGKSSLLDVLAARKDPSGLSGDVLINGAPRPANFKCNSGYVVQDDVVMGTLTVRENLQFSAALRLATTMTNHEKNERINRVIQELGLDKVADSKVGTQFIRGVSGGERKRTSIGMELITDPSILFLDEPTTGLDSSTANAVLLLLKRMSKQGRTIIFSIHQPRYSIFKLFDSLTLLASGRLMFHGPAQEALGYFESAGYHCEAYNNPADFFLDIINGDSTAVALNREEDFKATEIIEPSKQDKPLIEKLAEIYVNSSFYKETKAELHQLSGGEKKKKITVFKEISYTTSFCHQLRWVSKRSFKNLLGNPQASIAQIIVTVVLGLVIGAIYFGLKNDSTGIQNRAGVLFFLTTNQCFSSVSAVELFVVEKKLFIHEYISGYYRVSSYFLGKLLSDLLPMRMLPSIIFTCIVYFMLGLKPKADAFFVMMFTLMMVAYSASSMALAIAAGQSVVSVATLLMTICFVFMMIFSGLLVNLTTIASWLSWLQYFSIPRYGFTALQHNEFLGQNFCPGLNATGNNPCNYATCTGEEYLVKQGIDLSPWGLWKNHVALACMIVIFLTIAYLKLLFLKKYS
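Read-out basis: Efflux inhibition in percent versus controls | Test system: ABCG2 IgMXP3 and barcoded ABCB1 CCRF-Adr cell mix | Quantity: 3 million cells/mL in well | Schedule: 10 min at 25 °C | Control set: Nicardipine as high control, DMSO as low control | Reagent: JC-1 as fluorescent efflux pump substrate | Signal: Flow cytometry of retained JC-1 fluorescence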
Mcl-1 Bim block: disrupts Bim peptide binding to human Mcl-1; Q07820; Bead-based flow cytometry, Bim peptide-Mcl-1 binding; inhibition, % at 10 µM; actives 0.1% (n = 190,000);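 also: 0% = no compound tracer wells and 100% = peptide blocker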
RGS7-Gao reg: regulators of human RGS7-Galphao interaction | P09471 | Multiplexed bead flow cytometry, RGS7-Galphao binding; actives lie on both sides | binding response (% of control), % at 10 µM | actives 0.35% (n = 220,000) | AID 1439; in the data active = binding response below about 49% or above about 150%; inconclusive = no clear call, values can overlap the other calls; inactive = in between;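 also: fluorescent Galphao held in activated GDP-AlF4 state binding bead-coupled RGS7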
RGS8-Gao reg: regulators of human RGS8-Galphao interaction | P09471 | multiplexed bead flow cytometry, RGS8-Galphao binding; actives lie on both sides | response (percent of control binding), % at 10 µM | actives 0.34% (n = 220,000); in the data active = response below about 60% or above about 140%; inactive = in between;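 also: Galphao activated as the GDP aluminium fluoride complex binding bead-coupled RGS8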
Bim-Bcl-2: inhibitors of Bim-Bcl-2 interaction, human; AID 950; actives 0.06% (n = 190,000); Bead-based flow cytometry, Bim peptide-Bcl-2 binding; inhibition, % at 10 µM; in the data active = inhibition above about 40%; inconclusive = no clear call, values can overlap the other calls;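 also: 0% = no compound wells with probe peptide and 100% = reference peptide inhibitor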
Bfl-1 Bim block: disrupts Bim binding to human Bfl-1; actives 0.12% (n = 190,000); Bead-based flow cytometry, Bim-Bfl-1 binding inhibition; Q16548; inhibition, % at 10 µM;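 also: 0% = wells without compound plus tracer and 100% = blocker peptide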
Bim-Bcl-XL: disrupts Bim peptide binding to human Bcl-XL; actives 0.04% (n = 190,000); inhibition, % at 10 µM; bead flow cytometry, fluorescence
* hit, by the source's call; ? = inconclusive; · = not tested or not shown. Rule as the data show it, unless noted: active = inhibition above about 40%. No enrichment for hits; 0.94% or so of the library scored in one or more.

nr	smiles	Bim-Bcl-W	RGS4-Gao reg	Bim-Bcl-B	ABCB1 inh	ABCG2 inh	Mcl-1 Bim block
1	COc1cc(CNCCCO)ccc1OCC(=O)NC(C)(C)C	-2	93	0	0.7	2	-2
2	CCOc1ccc(Nc2ncnc3c2cnn3Cc2ccccc2)cc1	0	98	-2	0.3	1	0
3	O=[N+]([O-])c1ccc(CCNc2cccc3ccccc23)c([N+](=O)[O-])c1	-8	102	-13	0.2	6	-5
4	CNC(=O)COC(=O)CCC(=O)c1ccc(Cl)cc1	1	99	0	-0.2	-2	3
5	CC(C)(C)NS(=O)(=O)c1ccc(/C=C/C(=O)O)cc1	-1	100	-7	0.7	0	3
6	COCCCNC(CC(=O)Nc1ccc(OC)cc1OC)C(=O)O (stereo unspecified)	6	·	-5	0.0	0	0
7	O=c1nc(N/N=C/c2ccccn2)cn[nH]1	-4	94	-5	1.4	8	-4
8	O=C(c1ccccc1Cl)N(Cc1ccc(Br)cc1)N1C(=O)CCCC1=O	0	100	0	1.3	2	0

nr	RGS7-Gao reg	RGS8-Gao reg	Bim-Bcl-2	Bfl-1 Bim block	Bim-Bcl-XL
1	94	97	1	2	0
2	101	103	-3	-2	0
3	102	98	0	-4	-16
4	96	99	1	-3	5
5	100	102	-5	-7	-3
6	·	·	-7	-5	0
7	93	97	-4	-7	-7
8	97	100	5	-2	-2

(further entries)
nr	smiles	Bim-Bcl-W	RGS4-Gao reg	Bim-Bcl-B	ABCB1 inh	ABCG2 inh	Mcl-1 Bim block
9	Cc1ccc2nc(C3CCN(C(=O)c4ccco4)CC3)[nH]c2c1	-1	103	-11	0.2	1	-3
10	O=C(/C=C/c1ccc(Cl)cc1)NCCSc1ccccc1	-2	95	0	-2.7	-1	-2
11	Cc1nc(-c2cn[nH]c2)c2cc(C)oc2n1	0	104	5	0.6	23	3
12	COc1ccc(C2c3c(ccc4ccccc34)Oc3ncn4nc(Cc5ccc(OC)c(OC)c5)nc4c32)cc1 (stereo unspecified)	-6	103	-13	3.4	2	-6
13	O=C(Nc1cc([N+](=O)[O-])ccc1N1CCCC1)c1ccccc1	0	98	2	0.0	3	-1
14	CCN(CC)c1ccc2c(c1)oc(=O)c1c(Cl)cc(=O)oc12	-1	91	-7	5.0	6	0
15	C=CCOc1ccc(C2OC34CCCCC3C(C#N)(C#N)C2(C#N)C(=N)O4)cc1 (stereo unspecified)	3	95	-4	0.0	1	2
16	CN1CCN(C(=O)c2ccc3c(c2)S(=O)(=O)c2ccccc2C3=O)CC1	0	100	0	-0.1	0	0

nr	RGS7-Gao reg	RGS8-Gao reg	Bim-Bcl-2	Bfl-1 Bim block	Bim-Bcl-XL
9	105	105	-9	-8	-9
10	93	100	-3	-5	0
11	99	94	2	-3	1
12	102	102	-11	-17	-10
13	?	102	-1	6	0
14	96	94	2	18	-1
15	96	96	0	-8	0
16	95	100	0	-3	-1

Remaining list, next part
nr	smiles	Bim-Bcl-W	RGS4-Gao reg	Bim-Bcl-B	ABCB1 inh	ABCG2 inh	Mcl-1 Bim block
17	COC(=O)c1sccc1NS(=O)(=O)c1ccc(OC)cc1	-5	103	-9	3.4	43	-10
18	COC(=O)c1cccc(NC(=O)/C=C/c2ccc3c(c2)OCO3)c1	0	104	-5	-0.9	-3	-2
19	O=C(CSc1nc2[nH]ncc2c(=O)n1-c1ccccc1Br)NCc1ccco1	-7	102	-15	0.2	0	-5
20	O=c1c2ccccc2nnn1Cc1cccc2ccccc12	0	101	-6	0.7	7	-3
21	CCSc1nnc(NC(=O)[C@@H](NC(=O)c2cccc(C)c2)C(C)C)s1	-6	98	-4	0.9	12	-6
22	O=C(Nc1cnn(Cc2ccc(F)cc2)c1)c1cc2nc(-c3ccco3)cc(C(F)(F)F)n2n1	0	104	-6	0.6	3	0
23	Cc1ccc(N(CC(=O)Nc2ccccc2-c2ccccc2)S(=O)(=O)c2ccccc2)cc1	0	98	-1	4.8	4	-3
24	Cc1n[nH]c(=S)c2nn(-c3ccccc3)c(C)c12	-3	94	-4	0.4	4	0

nr	RGS7-Gao reg	RGS8-Gao reg	Bim-Bcl-2	Bfl-1 Bim block	Bim-Bcl-XL
17	102	103	-14	-22	-9
18	104	105	2	1	-3
19	100	103	-4	0	-8
20	100	101	2	-3	-5
21	97	98	-13	-10	-8
22	106	106	-5	-8	1
23	98	99	-1	-1	0
24	101	96	-4	-2	-5

The list continues:
nr	smiles	Bim-Bcl-W	RGS4-Gao reg	Bim-Bcl-B	ABCB1 inh	ABCG2 inh	Mcl-1 Bim block
25	COc1ccc(NC(=O)C2CC(=O)N(C)C(=Nc3ccc4c(c3)OCO4)S2)cc1 (stereo unspecified)	-1	103	-2	0.4	4	-1
26	C=CCNC(=O)c1cc2c(=O)n3cc(C)ccc3nc2nc1NCC1CCCO1 (stereo unspecified)	-6	98	-6	-0.3	3	-9
27	O=C(CSc1ccc(Cl)cc1)Nc1ccccc1N1CCN(C(=O)c2ccc(Cl)cc2)CC1	-8	99	-8	23	27	-10
28	CC(=O)c1ccc(NC(=O)N[C@@H](CC(C)C)C(=O)O)cc1	-5	98	-10	0.0	0	-4
29	COc1ccccc1CN=C1NC(=O)C(CC(=O)Nc2ccc(OC)c(OC)c2)S1 (stereo unspecified)	-3	100	-12	0.2	4	-7
30	CC(=O)Oc1ccccc1/C=C1\CCOC1=O	1	97	-1	0.1	1	4
31	CCCC(=O)N(c1ccc2oc(C)c(C(C)=O)c2c1)S(=O)(=O)c1ccc(C)c([N+](=O)[O-])c1	-4	99	-5	0.7	1	-1
32	N#CC1=C(O)C(c2ccccc2)n2c1nc(=O)c1ccccc12 (stereo unspecified)	2	97	0	-0.7	-2	1

nr	RGS7-Gao reg	RGS8-Gao reg	Bim-Bcl-2	Bfl-1 Bim block	Bim-Bcl-XL
25	99	106	-5	-7	-3
26	93	101	-8	-15	-14
27	111	108	-4	0	-7
28	95	99	-9	-9	-5
29	98	101	-12	-21	-10
30	100	101	-4	-12	-3
31	100	103	-5	-4	-3
32	96	94	3	-1	-1

Later entries.
nr	smiles	Bim-Bcl-W	RGS4-Gao reg	Bim-Bcl-B	ABCB1 inh	ABCG2 inh	Mcl-1 Bim block
33	CCN(CC)CCCC(C)NC1=NCCCCC1 (stereo unspecified)	1	76	0	0.4	2	1
34	O=C(COc1ccccc1)NCc1ccc2c(c1)OCO2	0	98	-6	0.3	2	4
35	O=C(CCc1nc2ccccc2[nH]1)N1CCc2ccccc2C1	-4	95	-4	0.3	2	-2
36	Cc1ccccc1OCC(O)Cn1c(NCc2ccco2)nc2c1c(=O)n(C)c(=O)n2C (stereo unspecified)	1	103	-4	2.3	5	3
37	COc1cc(OC)c(C(=O)NCCCn2ccnc2)cc1OC	-4	96	-4	-0.2	1	1
38	CC(C)(C)C(C(=O)O)N1CCS(=O)(=O)CC1 (stereo unspecified)	-2	102	-5	0.1	0	-1
39	COc1ccc(-c2nc3c(c(SCC(=O)N4CCOCC4)n2)COC(C)(C)C3)cc1	-2	95	-4	0.6	0	-1
40	C=CCN1C(=O)N/C(=C/c2ccc(N3CCOCC3)o2)C1=O	-3	97	-3	4.3	16	-1

nr	RGS7-Gao reg	RGS8-Gao reg	Bim-Bcl-2	Bfl-1 Bim block	Bim-Bcl-XL
33	88	93	3	0	0
34	101	98	-8	-13	-4
35	99	109	-1	0	-4
36	103	102	0	-6	0
37	104	99	-2	-8	-3
38	103	107	-4	-8	-2
39	101	97	-3	-1	-3
40	97	94	2	2	-5

(cont.)
nr	smiles	Bim-Bcl-W	RGS4-Gao reg	Bim-Bcl-B	ABCB1 inh	ABCG2 inh	Mcl-1 Bim block
41	O=C(CSc1nc2ccc([N+](=O)[O-])cc2[nH]1)c1ccc2ccccc2c1	0	102	-7	-0.2	-1	0
42	CCn1c(NC(=O)c2ccccc2)c(-c2cccs2)c(=O)c2ccccc21	0	101	0	0.8	2	0
43	Cc1ncc(CN2CCN(C3CCCC3)C(CCO)C2)s1 (stereo unspecified)	-1	97	-4	1.4	6	0
44	COc1cc(C)c(-c2[nH]ncc2-c2csc(C)n2)c(O)c1	-2	101	-1	0.5	5	-1
45	Cc1ccc(C(=O)NC2CCCCCC2)o1	5	102	-2	-1.1	7	1
46	Cn1c(=O)c2cc(S(=O)(=O)NC(C(=O)Nc3cccc(F)c3)c3ccccc3)ccc2n(C)c1=O (stereo unspecified)	0	95	-2	0.5	2	0
47	CS(=O)(=O)Nc1ccc(C(=O)Nc2ccccc2C(=O)N2CCCC2)cc1	1	104	-9	0.2	1	0
48	Cn1c(Cc2csc(N)n2)nnc1SCC(=O)NCc1ccccc1	-3	99	-4	0.4	8	-2

nr	RGS7-Gao reg	RGS8-Gao reg	Bim-Bcl-2	Bfl-1 Bim block	Bim-Bcl-XL
41	106	106	-5	-8	-2
42	103	106	-4	0	-1
43	98	96	-2	-6	-1
44	104	101	-8	-6	-2
45	99	100	-4	-7	0
46	93	98	-4	-9	-3
47	102	104	-11	-12	-8
48	99	99	-7	-8	-5

Given with one line to a screen: part of the list above
(42) CCn1c(NC(=O)c2ccccc2)c(-c2cccs2)c(=O)c2ccccc21
(43) Cc1ncc(CN2CCN(C3CCCC3)C(CCO)C2)s1 (stereo unspecified)
(44) COc1cc(C)c(-c2[nH]ncc2-c2csc(C)n2)c(O)c1
(45) Cc1ccc(C(=O)NC2CCCCCC2)o1
(46) Cn1c(=O)c2cc(S(=O)(=O)NC(C(=O)Nc3cccc(F)c3)c3ccccc3)ccc2n(C)c1=O (stereo unspecified)
(47) CS(=O)(=O)Nc1ccc(C(=O)Nc2ccccc2C(=O)N2CCCC2)cc1
(48) Cn1c(Cc2csc(N)n2)nnc1SCC(=O)NCc1ccccc1
Assay by compound	42	43	44	45	46	47	48
Bim-Bcl-W	0	-1	-2	5	0	1	-3
RGS4-Gao reg	101	97	101	102	95	104	99
Bim-Bcl-B	0	-4	-1	-2	-2	-9	-4
ABCB1 inh	0.8	1.4	0.5	-1.1	0.5	0.2	0.4
ABCG2 inh	2	6	5	7	2	1	8
Mcl-1 Bim block	0	0	-1	1	0	0	-2
RGS7-Gao reg	103	98	104	99	93	102	99
RGS8-Gao reg	106	96	101	100	98	104	99
Bim-Bcl-2	-4	-2	-8	-4	-4	-11	-7
Bfl-1 Bim block	0	-6	-6	-7	-9	-12	-8
Bim-Bcl-XL	-1	-1	-2	0	-3	-8	-5

Remaining list, next part.
nr	smiles	Bim-Bcl-W	RGS4-Gao reg	Bim-Bcl-B	ABCB1 inh	ABCG2 inh	Mcl-1 Bim block
49	CCCCCCn1c(CN2CCCC(C)C2)nc2c1c(=O)n(C)c(=O)n2C (stereo unspecified)	-6	99	-9	3.8	21	-6
50	C/C(N)=C(/C#N)C(=O)CSc1nc2ccc(C)cc2[nH]1	0	101	-5	0.0	1	0
51	CCOC(=O)C(C(=O)OCC)N(C#N)c1nc(SC)nc(N(C)C)n1	-2	99	-4	0.2	12	-2
52	NS(=O)(=O)c1ccc(NC(=O)c2ccc(CNS(=O)(=O)c3cc(C(F)(F)F)ccc3Cl)cc2)cc1	0	99	-5	-1.2	-1	0
53	CCOC(=O)C1CCN(S(=O)(=O)c2ccc(C)c(C)c2)CC1	0	100	-3	3.8	19	0

nr	RGS7-Gao reg	RGS8-Gao reg	Bim-Bcl-2	Bfl-1 Bim block	Bim-Bcl-XL
49	101	101	-11	-18	-9
50	100	101	-7	-12	-2
51	97	97	0	-3	-3
52	104	105	-2	-4	0
53	96	103	-1	-4	0
